Screening data: PubChem, Sanford-Burnham Center for Chemical Genomics
Jurkat NFkB inh: inhibitors of induced NF-kB luciferase reporter, primary screen, TCR NF-kB activation inhibitor project, cell-based, luminescence, uHTS. Jurkat, PMA/ionomycin-induced NF-kB luciferase reporter. inhibition, % at 4 µM. 330,000 compounds, 0.53% hits; in the data active = inhibition above about 50%
CCR6 antag: CCR6 receptor antagonists, primary screen, cell-based, CHO-K1, luminescence, beta-arrestin, uHTS | C-C chemokine receptor type 6 (Homo sapiens), P51684 | CHO-K1 CCR6 PathHunter beta-arrestin, CCL20-stimulated | inhibition, % at 20 µM | 340,000 compounds, 0.49% hits | AID 493098, 2011;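 active = compounds whose inhibition of the agonist-driven luminescence signal at 20 µM reaches about 50%, limit read from the data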;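 note: cells stimulated with CCL20 at 14 nM final; plate controls were DMSO with CCL20 for no effect and DMSO without agonist for full effect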
Mdm2 MdmX PPI: inhibitors of human Mdm2-MdmX association, primary screen, cell-based, luminescence, split luciferase, SaOS-2, uHTS | inhibition, % at 8 µM | Protein Mdm4 (Homo sapiens) + E3 ubiquitin-protein ligase Mdm2 (Homo sapiens), … | 330,000 compounds, 3% hits | SaOS-2 split-luciferase Mdm2/MdmX complementation;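 active = inhibition of at least 50% at 8 µM in the primary screen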
Target sequence (O15151 whole entry, looked up): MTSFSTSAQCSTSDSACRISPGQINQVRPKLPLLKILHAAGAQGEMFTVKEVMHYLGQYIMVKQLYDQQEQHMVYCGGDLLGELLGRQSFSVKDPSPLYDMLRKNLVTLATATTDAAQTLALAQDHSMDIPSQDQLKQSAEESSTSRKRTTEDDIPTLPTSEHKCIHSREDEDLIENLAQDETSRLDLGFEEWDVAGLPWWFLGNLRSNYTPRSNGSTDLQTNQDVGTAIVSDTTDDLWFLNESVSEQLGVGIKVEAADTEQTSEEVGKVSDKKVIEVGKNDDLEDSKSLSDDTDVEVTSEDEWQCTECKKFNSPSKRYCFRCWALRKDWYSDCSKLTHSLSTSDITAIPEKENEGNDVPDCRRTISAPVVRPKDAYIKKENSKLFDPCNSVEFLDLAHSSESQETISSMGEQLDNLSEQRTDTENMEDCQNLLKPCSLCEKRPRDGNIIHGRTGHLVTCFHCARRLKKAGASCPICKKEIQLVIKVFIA
Target sequence (Q00987 whole entry, looked up): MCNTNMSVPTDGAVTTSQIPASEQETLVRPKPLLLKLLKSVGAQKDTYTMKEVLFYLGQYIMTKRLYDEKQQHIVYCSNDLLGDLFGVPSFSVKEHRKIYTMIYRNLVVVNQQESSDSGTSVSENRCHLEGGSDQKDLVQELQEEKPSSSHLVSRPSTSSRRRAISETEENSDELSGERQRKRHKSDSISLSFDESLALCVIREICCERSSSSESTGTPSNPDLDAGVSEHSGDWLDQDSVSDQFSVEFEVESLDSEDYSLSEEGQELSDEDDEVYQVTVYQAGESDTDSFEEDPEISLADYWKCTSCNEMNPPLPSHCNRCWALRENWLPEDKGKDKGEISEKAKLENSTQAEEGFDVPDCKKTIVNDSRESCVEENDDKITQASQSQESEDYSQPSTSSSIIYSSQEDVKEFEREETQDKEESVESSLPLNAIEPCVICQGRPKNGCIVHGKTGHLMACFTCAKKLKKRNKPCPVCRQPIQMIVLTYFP
EBI2 antag: EBI2 receptor antagonists, beta-arrestin recruitment, primary screen, cell-based, luminescence, 7a,25-OHC stimulation, uHTS. 7a,25-OHC stimulated. inhibition, % at 5 µM. 360,000 compounds, 0.81% hits; in the data active = inhibition above about 38%;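 note: enzyme fragment complementation signal reports receptor beta-arrestin coupling in cells; 0% = agonist plus DMSO wells and 100% = wells without agonist; some results beyond the cut were filed as inactive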
697 NFkB inh: inhibitors of PMA/ionomycin-induced NF-kB reporter, 697 cells, primary screen, B-cell NF-kB inhibitor project, cell-based, luminescence, uHTS. 697 B-cell NF-kB luciferase reporter, 16 h. inhibition, % at 4 µM. 330,000 compounds, 0.33% hits. AID 435022, 2010; in the data active = inhibition above about 35%
UPR XBP1 act: activators of adaptive XBP1 UPR arm, primary screen, cell-based, CHO-XBP1 luciferase reporter, luminescence, uHTS; IRE1-XBP1 UPR activation; percent of tunicamycin response, DMSO as zero; activation, % at 20 µM; 330,000 compounds, 0.33% hits; AID 463104, 2010;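 active = versus positive control, 20 µM dose yields 30% or more activation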;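 note: 100% = tunicamycin at 10 µg/mL and 0% = DMSO only wells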
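Assay system: CHO-XBP1 luciferase reporter cells; Schedule: 6 h treatment, 37 °C; Detection: glow luminescence from Steady-Glo reagent; Benchmarks: high control tunicamycin 10 µg/mL final, low control DMSO vehicle only.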
CXCR6 block: CXCR6 receptor inhibitors, primary screen, cell-based, beta-arrestin, luminescence, CHO-K1 PathHunter, 1536-well. C-X-C chemokine receptor type 6 (Homo sapiens), O00574. inhibition, % at 20 µM. 360,000 compounds, 0.36% hits. AID 602244, 2012; in the data active = inhibition above about 34%, passing the limit was not always enough;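 note: antagonist mode with CXCL16 agonist at 10 nM final; 0% = 10 nM CXCL16 with DMSO and 100% = unstimulated wells without agonist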
UPR CHOP act: activators of apoptotic CHOP UPR arm, primary screen, cell-based, CHO-CHOP luciferase reporter, luminescence, uHTS; UPR activation; percent of tunicamycin response over DMSO baseline; 330,000 compounds, 0.34% hits; activation, % at 10 µM; AID 449763, 2010;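 active = at 10 µM dose, activation of 40% or more, normalized to positive control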;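 note: 100% = tunicamycin at 10 µg/mL and 0% = DMSO alone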
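System: CHO-CHOP luciferase reporter cell line | Buffer or medium: F12 medium containing 10% fetal bovine serum | Doses: One dose, 10 µM in 0.5% DMSO | Times: 6 h compound exposure at 37 °C after overnight seeding | Signal: Luciferase luminescence | Read-out: % activation vs tunicamycin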
Gli-Sufu block: Gli-Sufu pathway antagonists, primary screen, luciferase luminescence, Sufu-KO-LIGHT cells, uHTS; Sufu-KO-LIGHT fibroblasts, Gli luciferase reporter luminescence; inhibition, % at 5 µM; 340,000 compounds, 0.74% hits; AID 588413, 2011;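 active = inhibition above about 55%, limit read from the data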;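 note: 0% = DMSO-treated cells and 100% = wells with medium but no cells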
The depositor's hits bear a star; . = not tested or not shown.

SMILES | Jurkat NFkB inh | CCR6 antag | Mdm2 MdmX PPI | EBI2 antag | 697 NFkB inh | UPR XBP1 act | CXCR6 block | UPR CHOP act | Gli-Sufu block
Cc1ccc(-c2ccc(=O)n(Cc3c(F)cccc3Cl)n2)cc1 | -23 | -10 | -2 | 9 | -23 | -2 | -8 | 3.8 | 4
O=C(N/N=C/c1ccc(-c2ccc([N+](=O)[O-])cc2)o1)C(O)c1ccccc1 (configuration not stated) | 17 | -3 | -15 | -8 | 13 | -1 | -4 | -1.8 | 23
CC1CC(C)CN(C(=O)C2CCN(S(=O)(=O)c3cccc4cccnc34)CC2)C1 (configuration not stated) | 1 | 10 | -4 | 3 | 1 | 0 | 4 | -2.0 | 0
CCc1nc2ccc(C(=O)N3CCN(c4ccc([N+](=O)[O-])cc4)CC3)cc2nc1CC | 7 | 4 | 14 | 6 | -15 | 7 | 6 | 1.8 | 23
CCOC(=O)N1CCN(C(=O)COC(=O)CNC(=O)c2ccc(Cl)cc2Cl)CC1 | 1 | 2 | 6 | -15 | -1 | 1 | 0 | -0.4 | -3
CCn1cc(/C=C(\NC(=O)c2ccccc2OC)C(=O)NCCCn2ccnc2)c2ccccc21 | 2 | -3 | -6 | -9 | 4 | -5 | 2 | 2.0 | 0
COc1ccc(NC(=O)Cc2ccccc2)cn1 | 4 | 6 | 0 | -2 | 23 | -1 | -7 | -1.4 | 1
CCC(=O)N1CCN(c2ccc(NC(=O)c3ccc4c(c3)OCCO4)cc2)CC1 | -12 | -10 | -14 | 2 | 4 | -3 | -5 | 2.0 | -20
COc1ccc(-n2nc([N+](=O)[O-])c(=NCCc3ccc(C)cc3)n2O)cc1 | -17 | 1 | -17 | -7 | -41 | -2 | -15 | -1.0 | -18
CN(Cc1nc(Cc2ccccc2F)no1)[C@@H]1CS(=O)(=O)C[C@H]1O | 17 | 6 | -1 | -4 | 17 | -2 | -9 | 0.5 | -1
CN(C)N=Nc1ccc2nc[nH]c2c1 | -8 | -9 | -4 | -11 | 20 | 1 | -13 | 1.0 | -3
O=C(Cn1cc(C(F)(F)F)ccc1=O)N1CCN(S(=O)(=O)c2ccc(Cl)cc2)CC1 | 9 | 0 | 12 | -1 | 11 | -2 | -4 | 2.3 | 1
Cc1cccc(C)c1NC(=O)C(=O)NCC1CCCN1S(=O)(=O)c1cccs1 (configuration not stated) | 14 | 5 | -7 | -2 | 10 | -4 | -3 | 0.3 | 0
Cc1cc(/C=C2/NC(=O)NC2=O)c(C)n1-c1ccccn1 | -3 | 7 | 2 | -11 | 23 | 0 | -3 | 1.1 | -11
O=C(Cc1csc(N2CCOCC2)n1)N/N=C/c1ccccc1C(=O)O | -7 | 0 | 19 | -3 | 18 | 0 | 4 | -1.1 | 1
O=C(CN1CCN(c2ccccn2)CC1)N1CC(O)CO1 (configuration not stated) | 2 | 6 | 17 | -17 | -6 | -1 | -4 | 3.0 | 5
COc1cc(C(=O)Nc2ccc(C#N)cc2)c([N+](=O)[O-])cc1OC | -5 | -8 | 21 | -11 | 4 | -2 | -5 | 0.6 | -4
Cc1cccc(NC(=O)c2c(-c3ccccc3)noc2C)n1 | 6 | 0 | -1 | -4 | 3 | -1 | 1 | 2.8 | 9
COc1ccc(NS(=O)(=O)c2ccc(NC(=O)c3ccc(N(C)S(C)(=O)=O)cc3)cc2)c(OC)c1 | 2 | 14 | -22 | 5 | -7 | 1 | -4 | 0.1 | 46
COc1ccc(CN(Cc2ccc(C(=O)O)cc2)C(=S)Nc2cc(C)cc(C)c2)cc1OC | -2 | 5 | 2 | -4 | 23 | -3 | 6 | -0.3 | 1
CCCCCCc1ccc(OC(=O)c2ccncc2)cc1 | 12 | -8 | 11 | -6 | 3 | -4 | -6 | -0.1 | 3
Cc1oc2cc3c(C(=O)N4CCCCC4)c(C)oc3cc2c1C(=O)N1CCCCC1 | -21 | 4 | -20 | -5 | -151 | -5 | 10 | -2.3 | 14
O=C(CNC1CCCCC1)N1CCc2ccccc2C1 | 9 | 10 | -43 | -3 | -7 | 0 | -3 | -2.0 | -7
O=C(Nc1ccccc1C(=O)NCCCN1CCOCC1)c1ccccc1 | 14 | -3 | -10 | -7 | 4 | 2 | -9 | -0.4 | 0
Cc1ccc2occ(/C=N/NC(=O)c3ccccc3Br)c(=O)c2c1 | -4 | -1 | 38 | 7 | 6 | -4 | -4 | -2.0 | -15
O=C(Cc1noc2ccccc12)Nc1ccc2ccccc2c1 | -18 | -15 | -2 | 4 | 7 | 0 | -7 | 0.9 | -51
O=C(COc1ccccc1)NS(=O)(=O)c1ccccc1 | 13 | 1 | 14 | -5 | 14 | -2 | -3 | 0.8 | -20
CCC(=O)N1c2ccc(S(=O)(=O)NCCc3ccc(C)cc3)cc2CC1C (configuration not stated) | 15 | 13 | -3 | 0 | -10 | -5 | -13 | 1.1 | -31
Cc1cc2oc(=O)c3c(c2cc1OCc1nn[nH]n1)CCCC3 | -3 | 24 | -17 | -8 | 8 | -3 | -1 | 0.9 | 6
CCC(CC)NC(=O)c1cccc([N+](=O)[O-])c1C | -2 | 1 | -8 | 5 | 18 | 1 | -11 | 1.4 | -29
CCC(C)(C)n1nnnc1C(c1ccc(OC)c(OC)c1)N1CCN(c2ccccc2)CC1 (configuration not stated) | 10 | 18 | 25 | -2 | 6 | -2 | 3 | 1.4 | -3
O=C(NCc1ccc(Cl)cc1)C1CCCCN1S(=O)(=O)c1ccccc1 (configuration not stated) | -4 | -10 | 4 | -3 | -13 | -3 | 4 | 1.0 | -12
CCN(CC(=O)Nc1c(F)cccc1F)C(=O)CCNC(=O)c1ccccc1OC | 14 | -4 | 9 | -2 | 5 | -4 | 0 | -0.9 | -2
CCCC(=O)Nc1nc2n(n1)C(c1ccccc1)CC(=O)N2 (configuration not stated) | -6 | -6 | -2 | 3 | 13 | 0 | -3 | -2.8 | 1
Nc1ccc(N2CCCC2)c(S(=O)(=O)Nc2cccc(C(F)(F)F)c2)c1 | -9 | -5 | -14 | 8 | -16 | 1 | 6 | -1.3 | 8
CCN(CC)CCOc1ccc(/C(=C(\Cl)c2ccccc2)c2ccccc2)cc1 | -9 | 23 | 69* | 4 | -14 | 2 | -8 | 3.8 | 4
CCSc1nnc(Cc2cc(=O)[nH]c(=O)[nH]2)n1-c1cc(C)ccc1C | -17 | -9 | 12 | -4 | -27 | -2 | -7 | 0.2 | -5
Cc1ccc(C)c(N2CCN(c3nnnn3-c3ccccc3)CC2)c1 | -1 | 10 | 25 | 8 | -29 | 0 | -9 | -1.2 | 8
COc1c(Cl)cc(C(=O)NN)cc1Cl | -5 | 1 | 1 | -2 | 24 | 0 | -7 | 0.8 | -6
CC(=O)Oc1ccc(N(C(C)=O)S(=O)(=O)c2ccc(C)cc2)c2ccccc12 | 19 | 3 | 30 | 8 | -3 | -1 | -4 | 4.3 | 8
CC(=O)N(c1nc(CCl)cs1)c1c(C)cc(C)cc1C | 9 | -3 | 22 | -16 | 13 | 0 | 5 | -0.1 | 30
COc1cccc(-c2nc(CS(=O)(=O)CC(=O)NCCCN3C(C)CCCC3C)c(C)o2)c1 (configuration not stated) | 2 | -9 | 7 | -1 | -1 | -1 | 4 | -1.4 | 41
Cc1ccccc1CC1(CO)CCCN(C(=O)Cc2c(F)ccc(F)c2F)C1 (configuration not stated) | 1 | 5 | 24 | 3 | 5 | -4 | 7 | -1.3 | .
CCc1nc(C#N)c(N2CCCCC2)o1 | -2 | 7 | -6 | -16 | -4 | 1 | 11 | -1.2 | -8
COc1cc(C(=O)N(Cc2ccc(C)o2)C2CCS(=O)(=O)C2)cc(OC)c1OC (configuration not stated) | 22 | 5 | 10 | -14 | 11 | -2 | 0 | 3.1 | 4

Full records, looked up by structure. Order of screens: Jurkat NFkB inh | CCR6 antag | Mdm2 MdmX PPI | EBI2 antag | 697 NFkB inh | UPR XBP1 act | CXCR6 block | UPR CHOP act | Gli-Sufu block
CCC(=O)N1CCN(c2ccc(NC(=O)c3ccc4c(c3)OCCO4)cc2)CC1 in the list: -12 | -10 | -14 | 2 | 4 | -3 | -5 | 2.0 | -20
CC(=O)Oc1ccc(N(C(C)=O)S(=O)(=O)c2ccc(C)cc2)c2ccccc12 in the list: 19 | 3 | 30 | 8 | -3 | -1 | -4 | 4.3 | 8
CCCC(=O)Nc1nc2n(n1)C(c1ccccc1)CC(=O)N2 (configuration not stated) in the list: -6 | -6 | -2 | 3 | 13 | 0 | -3 | -2.8 | 1

Later entries:
SMILES | Jurkat NFkB inh | CCR6 antag | Mdm2 MdmX PPI | EBI2 antag | 697 NFkB inh | UPR XBP1 act | CXCR6 block | UPR CHOP act | Gli-Sufu block
CCC(CC)C1=NN2C(=N)/C(=C\c3cc(C)n(-c4cccc(C)c4)c3C)C(=O)N=C2S1 | 9 | 24 | 0 | 10 | 0 | -1 | 7 | -0.8 | -8
O=C1CN(C(=O)CC2C(=O)NCCN2Cc2ccccc2C(F)(F)F)CCN1 (configuration not stated) | 8 | 9 | 2 | 1 | 3 | 1 | 0 | -0.4 | -4
CC(=O)COC(=O)CNC(=O)c1ccc(Br)cc1 | -2 | 6 | -6 | -14 | 15 | 0 | -6 | -0.9 | 3
Nc1cccc(C(=O)Nc2ccccc2Cl)c1 | -3 | 2 | 14 | -6 | 3 | 2 | 0 | 1.9 | -27
CC(Sc1nnc2n1CCCCC2)C(=O)Nc1cccc(S(=O)(=O)N2CCOCC2)c1 (configuration not stated) | -4 | 11 | 11 | 5 | -22 | 1 | -2 | 1.4 | -3
CCOC(=O)C1=C(Cn2ccc(C(F)(F)F)n2)NC(=O)NC1c1ccc2c(c1)OCO2 (configuration not stated) | -11 | 7 | 1 | 3 | -27 | -1 | 2 | 0.1 | 1
O=C(CSc1nnc(-c2ccc(F)cc2)n1-c1ccccc1)NCCN1C(=O)CSC1=O | 2 | 9 | 8 | -3 | -13 | 2 | 11 | 1.0 | -6
CCOC(=O)c1oc2c(c1C)/C(=N/O)CCC2 | -21 | -8 | 1 | -4 | -28 | 9 | 0 | 3.6 | -23
CC(Sc1nnc(-c2ccco2)n1N)C(=O)NC1CCCCC1C (configuration not stated) | -10 | 14 | 10 | -15 | 14 | -3 | 2 | -0.9 | -7
O=C(COC(=O)c1nc(Cl)ccc1Cl)Nc1cccc(S(=O)(=O)N2CCOCC2)c1 | . | 7 | . | -2 | . | . | -6 | . | -12
Cc1nc(C)c(-c2csc(Nc3ccc(F)cc3)n2)s1 | -41 | 16 | -69 | 46* | -77 | 3 | 3 | 3.9 | -28
